# M5 ag: human M5 muscarinic receptor agonists, primary screen, CHO-K1 cells, Fluo-8 calcium fluorescence; Muscarinic acetylcholine receptor M5 (Homo sapiens), P08912; CHO-K1 hM5 cells; 0% DMSO wells, 100% maximal acetylcholine response; activation, % at 3 µM; hit rate 0.19% among 360,000; AID 624037, 2012;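 active = activation above the run's mean over test compounds plus 3 SD, cut at about 23% in these data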;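 also: signal is peak over basal fluorescence ratio across the kinetic read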
# Target sequence (P08912 whole entry, looked up): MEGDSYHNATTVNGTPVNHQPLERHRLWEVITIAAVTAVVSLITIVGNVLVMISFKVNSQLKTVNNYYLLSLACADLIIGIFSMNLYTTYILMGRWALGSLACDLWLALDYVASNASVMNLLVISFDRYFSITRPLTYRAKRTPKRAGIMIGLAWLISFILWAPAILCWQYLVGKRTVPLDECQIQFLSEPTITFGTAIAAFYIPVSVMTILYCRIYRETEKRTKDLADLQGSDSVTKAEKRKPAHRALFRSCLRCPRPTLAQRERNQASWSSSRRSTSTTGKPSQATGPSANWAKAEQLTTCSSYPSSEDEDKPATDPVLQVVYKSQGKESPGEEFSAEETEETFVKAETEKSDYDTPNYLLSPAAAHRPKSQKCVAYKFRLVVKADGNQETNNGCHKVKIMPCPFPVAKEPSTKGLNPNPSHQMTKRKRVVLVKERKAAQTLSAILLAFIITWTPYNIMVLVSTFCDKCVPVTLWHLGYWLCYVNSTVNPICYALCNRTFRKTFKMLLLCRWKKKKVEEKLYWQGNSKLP
# CRFBP-R2 agonist: agonists of CRF-BP/CRF-R2 complex, primary screen, cell-based, HEK293, calcium dye fluorescence, uHTS. calcium dye fluorescence (FLIPR); percent of saturating CRF peptide response. activation, % at 13.2 µM. hit rate 0.46% among 350,000. AID 588473, 2011;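 active = activation of at least 50%, plus an integration ratio under a set limit after plate pattern correction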;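 also: plate controls were neutral control wells without compound for no effect and CRF at EC100 for full effect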
# M4 antag: human M4 muscarinic receptor antagonists, primary screen, CHO cells, Fluo-8 calcium fluorescence | AID 624125, 2012 | hit rate 0.73% among 360,000 | CHO-hM4 cells, ACh EC80 | inhibition, % at 3 µM;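 active = inhibition above its plate's cutoff, the mean inhibition of sample wells plus 3 SD, cut at about 27% in these data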;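 also: 0% = acetylcholine EC80 with DMSO and 100% = DMSO without agonist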
# CHRM1 antagonist: human M1 muscarinic receptor antagonists, primary screen, CHO-K1 cells, Fluo-8 calcium fluorescence, 1536-well; CHO-K1 hM1, ACh EC80 antagonist; inhibition, % at 3 µM; hit rate 1.3% among 360,000;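 active = percent inhibition above its own plate's cutoff, namely the mean of that plate's compound wells plus 3 SD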;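 also: peak over basal fluorescence ratio during 140 s after agonist addition; 0% = ACh EC80 plus DMSO and 100% = DMSO alone without agonist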
# Target sequence (P11229 whole entry, looked up): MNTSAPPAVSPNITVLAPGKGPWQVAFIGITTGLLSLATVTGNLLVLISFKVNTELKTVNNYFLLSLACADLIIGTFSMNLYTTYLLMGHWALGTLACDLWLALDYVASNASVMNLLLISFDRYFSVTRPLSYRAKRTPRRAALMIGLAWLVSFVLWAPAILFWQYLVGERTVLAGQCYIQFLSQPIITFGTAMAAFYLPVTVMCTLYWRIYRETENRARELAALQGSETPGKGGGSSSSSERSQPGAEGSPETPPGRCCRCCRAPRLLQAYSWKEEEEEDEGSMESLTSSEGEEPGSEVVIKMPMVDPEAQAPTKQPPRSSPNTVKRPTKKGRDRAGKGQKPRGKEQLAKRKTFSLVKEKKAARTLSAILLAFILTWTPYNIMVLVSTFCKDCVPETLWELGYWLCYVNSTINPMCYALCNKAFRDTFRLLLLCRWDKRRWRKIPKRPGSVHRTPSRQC
# M5 antag: human M5 muscarinic receptor antagonists, primary screen, CHO cells, Fluo-8 calcium fluorescence | Muscarinic acetylcholine receptor M5 (Homo sapiens), P08912 | CHO-hM5 cells, ACh EC80 | inhibition, % at 3 µM | hit rate 0.59% among 360,000 | AID 624040, 2012;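 active = inhibition above a per-plate cutoff, the mean of that plate's test compounds plus 3 SD, cut at about 27% in these data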;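 also: 0% = acetylcholine EC80 with DMSO and 100% = DMSO without agonist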
# M1 PAM: human M1 muscarinic receptor positive allosteric modulators, primary screen, CHO-K1 cells, Fluo-8 calcium fluorescence, 1536-well; Muscarinic acetylcholine receptor M1 (Homo sapiens), P11229; CHO-K1 hM1, ACh EC20; 0% = ACh EC20, 100% = maximal ACh; activation, % at 3 µM; hit rate 0.088% among 360,000; in the data active = activation above about 19%, passing the limit was not always enough
# M4 ag: human M4 muscarinic receptor agonists, primary screen, CHO-K1 cells, Fluo-8 calcium fluorescence | Muscarinic acetylcholine receptor M4 (Homo sapiens), P08173 | CHO-K1 hM4/Gqi5; vehicle 0%, full acetylcholine response 100% | activation, % at 3 µM | hit rate 0.14% among 360,000 | AID 624127, 2012;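 active = activation above the run mean over all test wells plus 3 SD, cut at about 32% in these data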;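 also: peak over basal fluorescence ratio per well then scaled between controls; 0% = DMSO wells and 100% = acetylcholine at EC100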
# CHRM4 PAM: human M4 muscarinic receptor positive allosteric modulators, primary screen, CHO-K1 cells, Fluo-8 calcium fluorescence; hit rate 0.4% among 360,000; Muscarinic acetylcholine receptor M4 (Homo sapiens), P08173; AID 624126, 2012; activation, % at 3 µM; CHO-K1 hM4/Gqi5, ACh EC20; 0% = ACh EC20, 100% = maximal ACh;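 active = activation above its plate's cutoff, the mean activation of sample wells plus 3 SD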; also: some results filed as inactive read as strong as hits
# M5 PAM: human M5 muscarinic receptor positive allosteric modulators, primary screen, CHO-K1 cells, Fluo-8 calcium fluorescence; Muscarinic acetylcholine receptor M5 (Homo sapiens), P08912; CHO-K1 hM5, ACh EC20 PAM; 0% = ACh EC20, 100% = ACh EC100; activation, % at 3 µM; hit rate 0.3% among 360,000; AID 624038, 2012;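 active = activation above the run cutoff, the mean activation of all test compounds plus 3 SD, cut at about 18% in these data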
#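 Assay system: CHO-K1 hM5 cells. Also added: acetylcholine at EC20 concentration, added after compound. Dosing: 3 µM, single dose. Times: compound preincubation 140 s before EC20 acetylcholine addition. Signal: Fluo-8 calcium fluorescence. Measure: % activation relative to EC20 and EC100 ACh responses. Repeats: singlicate, one well per test compound.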
# * marks the source's active call; other numbers are inactive results; / = not tested or not shown. An unsorted share of the library; about 2.8% have a hit in one of these screens.
SMILES,M5 ag,CRFBP-R2 agonist,M4 antag,CHRM1 antagonist,M5 antag,M1 PAM,M4 ag,CHRM4 PAM,M5 PAM
COc1cccc(C(C(=O)NCC2CCCO2)N(CC2CCCO2)C(=O)CN2C(=O)c3ccccc3S2(=O)=O)c1 (centres undefined),-1,-1.3,0,-11,7,3,2,-6,-9
O=C(Cc1ccc([N+](=O)[O-])cc1)OCc1ccc([N+](=O)[O-])cc1,-6,-0.4,10,-10,5,8,0,-2,-3
Cc1ccc2nc(NC(=O)C3CSC4(C)CCC(=O)N34)sc2c1 (centres undefined),1,-2.1,2,-6,6,6,1,3,-4
CN1CCN(C(=O)c2ccc(COc3ccc(Cl)cc3Cl)cc2)CC1,-2,0.8,4,-9,14,3,9,-3,-3
CC(C)(C)c1ccc(C(=O)NCc2ccccc2)cc1,-2,-0.3,1,12,7,-3,-2,-7,-1
COc1cc(/C=C(\C#N)C(=O)N2CCc3ccccc32)ccc1O,2,1.1,13,-3,12,3,3,13,-1
Nc1c(Br)cc2c(c1Br)C(O)c1ccccc1-2 (centres undefined),-1,0.8,-11,-19,11,12,2,2,-3
S=C(Nc1cc(Cl)ccc1Cl)Nn1cnnc1,-2,-1.2,-2,-13,1,14,1,0,5
O=c1c2c(n3nnnc3n1-c1ccccc1)-c1ccccc1CC21CCCC1,-2,0.3,-15,-29,-6,5,0,4,-3
Cc1ccsc1C(=O)OCC(=O)NCc1ccccc1,1,-2.7,4,1,13,9,0,-1,-1
C=CS(=O)(=O)N(Cc1ccc(Cl)c(Cl)c1)C[C@@H](O)CO,1,0.9,-1,8,-2,-2,1,-3,0
Cn1cnnc1SC1c2cccc3cccc(c23)C1NS(=O)(=O)c1ccccc1 (centres undefined),2,-3.0,0,-3,-7,4,3,-1,0
COC(=O)c1ccc[n+](CC(=O)c2ccc(Br)cc2)c1,-5,-1.2,-10,19,-1,-18,1,2,-3
CCOc1ccc(CCNC(=O)C2CCN(S(=O)(=O)CC)CC2)cc1OCC,1,4.6,-2,-5,5,4,0,4,-1
CCOC(=O)c1[nH]cnc1C(=O)Nc1ccccc1C,3,0.6,-3,1,0,0,1,2,-8
O=C(O)c1ccccc1NS(=O)(=O)c1cccc(-n2sc3ccccc3c2=O)c1,-1,0.9,12,7,-1,-2,1,2,1
Nc1cccc(CP(=O)(c2ccccc2)c2ccccc2)c1,-3,-1.1,-1,-4,6,3,0,-7,-2
CCC(=O)c1ccc(OC)c(OC)c1O,-3,-1.6,5,-8,10,8,0,-2,-2
O=C(OCC1OC2OC3(CCCCC3)OC2C2OC3(CCCCC3)OC12)c1ccccc1 (centres undefined),-4,-0.3,-5,-5,4,3,0,4,1
Fc1ccc(-c2nc3c4ccccc4ccn3c2Cc2ccccc2C(F)(F)F)cc1,-1,/,-12,-36,-6,8,-1,8,4
O=C(N=Nc1c(O)[nH]c2ccccc12)c1cc(-c2cccs2)[nH]n1,2,-0.2,8,-5,2,7,1,-1,-2
Cn1c(SCC(O)c2ccccc2)nnc1-c1ccc2ccccc2c1 (centres undefined),-4,-1.9,-22,-17,10,12,6,-5,-1
CN(C)c1ccc(C(=O)/C=C/c2cccnc2)cc1,-1,-2.4,1,-8,4,7,1,0,-4
COc1ccc(NC(=O)CN(C)C(=O)c2cc(-c3ccccc3)nc3ccccc23)cc1,2,1.2,6,15,18,-3,20,-7,-29
CCCS(=O)(=O)N1CCC(C(=O)N2CCOCC2)CC1,0,9.8,8,3,0,5,0,10,3
COc1ccc(Br)cc1CN1CCCC(C(=O)N2CCCCC2)C1 (centres undefined),-6,-0.4,-3,7,-6,-3,3,-6,4
C=CCSc1nnc(NC(=O)CSc2nc3ccccc3[nH]2)s1,7,-1.9,3,12,-4,-8,4,3,-11
COc1ccccc1NC(=O)N(C)C[C@@H]1Oc2ncc(Br)cc2C(=O)N([C@H](C)CO)C[C@@H]1C,0,3.6,-4,-3,-1,5,1,-2,0
O=C(Cc1ccc([N+](=O)[O-])cc1)NCCc1ccc2c(c1)OCO2,-7,-4.3,-12,-24,13,16,0,5,1
COc1cccc(CNC(=O)CCNC(=O)N2CCn3c2nc2ccccc23)c1,-5,-1.7,0,-9,4,4,1,0,-4
CCc1noc(C)c1C(=O)N1CCCSC1=Nc1ccccc1C(C)C,-5,2.6,-10,-9,-6,6,-1,2,10
COc1ccc([N+](=O)[O-])c(S(=O)(=O)c2ccc(Cl)cc2)n1,12,11,22,19,18,-6,23,-11,6
CCCS(=O)(=O)NC(=O)C1(C)CCN(C(=O)COc2ccccc2)C1 (centres undefined),-1,/,-17,-10,-4,0,0,-2,-2
O=C(O)c1cccc(-n2c(/C=C/c3cccc([N+](=O)[O-])c3)nc3ccccc3c2=O)c1,-2,-0.6,-16,-13,-1,11,1,7,-2
Cc1cc(NC(=O)CCC(=O)N(CC(=O)NC2CCCC2)c2ccccc2)no1,0,0.3,2,-29,3,2,0,-5,3
Clc1ccc(Oc2nc(N3CCOCC3)nc(N3CCOCC3)n2)c(C2CCCCC2)c1,1,1.9,-1,-8,2,3,0,10,-1
COc1ccccc1NC(=O)C1CCCN(S(=O)(=O)c2cnc[nH]2)C1 (centres undefined),0,-0.1,-9,-9,-3,8,1,7,-1
Cc1cc(C)n2nnnc2c1C#N,-3,5.7,2,4,2,-1,1,4,-6
CC(C(=O)N1CCN(C2c3ccccc3-c3ccccc32)CC1)N1C(=O)c2ccccc2C1=O (centres undefined),-3,-0.3,-21,-12,-4,7,2,11,-6
CCCCNC(=O)Nc1cc(C(F)(F)F)c[nH]c1=O,1,-0.6,-4,-10,4,12,-1,4,2

# Individual results from above.
# Under CHRM1 antagonist, COc1ccc([N+](=O)[O-])c(S(=O)(=O)c2ccc(Cl)cc2)n1 has 19
# Under CRFBP-R2 agonist, Cc1cc(C)n2nnnc2c1C#N has 5.7

# Next records.
SMILES,M5 ag,CRFBP-R2 agonist,M4 antag,CHRM1 antagonist,M5 antag,M1 PAM,M4 ag,CHRM4 PAM,M5 PAM
Fc1ccc(-c2csc(-c3ccncc3)n2)cc1,-15,0.0,-1,8,8,-5,-2,0,-4
O=C(CNC(=O)c1cccs1)OCC(=O)c1ccc(Cl)cc1,-2,-0.1,7,-4,7,8,1,2,-3
O=C(NCCCN1CCOCC1)c1cccc(S(=O)(=O)Nc2ccccc2Cl)c1,-5,5.4,1,-4,4,4,1,-1,1
O=C(CSc1nc2ccccc2s1)NNC(=S)Nc1ccc(Br)cc1,2,14,-5,-26,-2,-1,4,-4,-1
CCCCNC(=S)Nc1ccc(-c2nc3ccc(C)cc3s2)cc1,4,0.2,-4,2,1,1,2,10,8
CC1(C)CC(=O)C=C(NCCO)C1,-7,0.5,-2,-6,-7,4,0,3,2
Cc1ccc2c(c1)N(C(=O)CCC(=O)NCCCN1CCN(C)CC1)CCO2,5,-2.9,-8,26,16,-14,19,-8,-18
CCCCN(C(=O)CSc1nc2ccccc2n1CC)C1CCS(=O)(=O)C1 (centres undefined),0,-1.1,6,-2,2,0,1,1,3
Cc1cccc(N2CCN(C(=O)Cn3nc(Cc4ccncc4)c4ccccc4c3=O)CC2)c1C,-4,-9.9,-33,-9,-3,7,3,4,-10
Cc1ccc(NC(=O)c2sc(C)nc2C)c(C)c1,-3,-0.6,0,-10,16,6,0,-5,-3
C#Cc1cccc(C(=O)N2CCCC(Nc3cccc(F)c3)C2)c1 (centres undefined),-2,0.8,-2,-12,0,9,3,0,-2
O=C(Nc1cccc(NC(=O)c2ccco2)c1)c1ccc2c(c1)OCCO2,3,-2.4,-4,1,7,1,11,6,-8
COc1cccc(CC2(CO)CCCN(Cc3ccc(C)s3)C2)c1 (centres undefined),-4,-0.4,5,-3,13,-5,6,-11,-5
COc1ccccc1NC(=O)c1ccc(-c2ccccc2[N+](=O)[O-])o1,-3,-0.6,-5,-6,-1,8,3,2,-8
CC(C)=CCC/C(C)=C/C=N/NC(=O)c1cccc([N+](=O)[O-])c1,0,-3.7,-4,-9,7,1,1,3,-3
CC(=O)c1ccc(N2CCN(C(=O)C3CCCN(S(=O)(=O)c4c(C)[nH]c(=O)[nH]c4=O)C3)CC2)cc1 (centres undefined),0,-2.1,2,5,7,6,1,-1,-4
CCOC(=O)C1CCN(C(=O)Nc2cc(Cl)cc(Cl)c2)CC1,0,-1.8,4,5,-2,5,2,-2,8
CC(C)(C)Cc1nc(-c2ccccn2)no1,-1,7.0,-7,-3,2,7,0,1,-1
CCOC(=O)c1ccc(NC(=S)N(CCCN2CCCCCC2)Cc2ccco2)cc1,-7,1.4,20,32,2,-21,2,-28,-4
O=C(OC1CCCCC1=O)c1cccc(S(=O)(=O)N2CCOCC2)c1 (centres undefined),-2,0.4,4,-16,5,8,2,7,4
CC1CCN(C(=O)COC(=O)[C@H](C)NS(=O)(=O)/C=C/c2ccccc2)CC1,-3,-1.2,4,-20,-2,3,1,2,-3
NC(=O)c1csc(-c2ccc(CO)o2)n1,1,/,0,-1,9,6,2,18,-3
CCCCNS(=O)(=O)c1ccc2nc(-c3cccnc3)cc(C(=O)NCCOC)c2c1,4,-3.3,-3,-14,15,11,5,-1,-12
O=C(O)c1cccc(NC(=O)C2CCCO2)c1 (centres undefined),3,-2.0,-3,-13,-9,13,1,21,6
CN(C)[C@@H]1CCC[C@@H]1OC(=O)C(c1ccccc1)c1ccccc1,-9,0.7,7,31*,9,-25,2,-12,-19
N#Cc1cccnc1N1CCN(C(C(=O)NC2CCCC2)c2ccco2)CC1 (centres undefined),1,/,-5,/,1,/,2,11,-4
O=C1c2ccccc2C(c2nnnn2-c2ccc3ccccc3c2)N1C1CC1 (centres undefined),1,/,8,/,3,/,0,1,-5
O=C(COc1cccnc1[N+](=O)[O-])c1c[nH]c2ccccc12,-1,-0.8,34*,9,-4,0,4,14,14
CCN(CC)S(=O)(=O)c1ccc(C(=O)OCC(=O)NC2CCCC2)cc1,-2,-0.5,-11,-11,7,10,5,3,-2
Cc1ccc2[nH]c(=O)c(CN(CCCO)S(=O)(=O)c3c(C)ccc4nsnc34)cc2c1,0,-2.4,4,-5,0,-6,0,-3,-1
COc1ccccc1NC(=O)c1csc2c1CCCC2,-5,1.3,0,-2,1,-1,-3,-2,-9

# Screens as filed in PubChem.
